# CHO parental Ca: ATP-evoked calcium signal inhibitors, parental CHO, primary screen, counter-screen for OX1R antagonist project, cell-based, fluorescence, Fluo-8 calcium dye | parental CHO-K1, ATP-induced calcium, Fluo-8 fluorescence | inhibition, % at 5.6 µM | 330,000 compounds, 0.63% hits | AID 463079, 2010;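 active = inhibition above that plate's mean sample inhibition plus 3 SD, cut at about 26% in these data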;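 also: 0% = ATP-challenged DMSO wells and 100% = DMSO wells without ATP; some compounds past the cut are filed as inactive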
#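 material = parental CHO cells | also added = ATP as calcium-mobilizing challenge | dosing = single point at 5.6 µM | detection = intracellular calcium via Fluo-8 no-wash fluorescent dye | read-out = % inhibition | benchmarks = low control ATP plus DMSO, high control DMSO only | repeats = one well per compound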
# CHO-K1 Ca ag: counter-screen for M1 agonists: effect in parental CHO-K1 cells; Fluo-8 calcium fluorescence; scaled to maximal ATP response, vehicle zero; activation, % at 3 µM; 360,000 compounds, 0.48% hits; in the data active = activation above about 15%;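 also: untransfected CHO-K1 host cells lacking M1 receptor as counterscreen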
# CHO-K1 Ca antag: nonselective inhibitor or artifact in parental CHO-K1 cells. ATP-induced calcium, Fluo-8 fluorescence. inhibition, % at 3 µM. 360,000 compounds, 0.6% hits. AID 602250;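 active = inhibition above a per-plate cutoff, the plate's mean sample inhibition plus 3 SD, cut at about 24% in these data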;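 also: 0% = DMSO plus EC80 ATP and 100% = DMSO alone without ATP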
# TAAR1 antag: human TAAR1 antagonists, primary screen, Fluo-8 calcium fluorescence, CHO RD-HGA16 cells; Trace amine-associated receptor 1 (Homo sapiens), Q96RJ0; antagonist; inhibition, % at 3 µM; 360,000 compounds, 1.5% hits;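 active = inhibition above a per-plate cutoff, the mean inhibition of test compounds on that plate plus 3 SD, cut at about 49% in these data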;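 also: 0% = DMSO plus EC80 beta-PEA response and 100% = DMSO alone without agonist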
# Target sequence (Q96RJ0 whole entry, looked up): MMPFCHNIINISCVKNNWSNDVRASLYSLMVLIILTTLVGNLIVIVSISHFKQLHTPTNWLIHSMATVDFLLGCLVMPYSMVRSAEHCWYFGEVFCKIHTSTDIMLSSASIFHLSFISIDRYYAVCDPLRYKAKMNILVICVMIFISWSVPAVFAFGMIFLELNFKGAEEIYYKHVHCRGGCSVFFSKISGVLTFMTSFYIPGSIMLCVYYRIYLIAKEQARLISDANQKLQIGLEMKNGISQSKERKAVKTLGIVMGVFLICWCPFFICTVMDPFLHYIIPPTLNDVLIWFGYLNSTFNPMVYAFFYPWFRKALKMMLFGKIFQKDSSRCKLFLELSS
#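 Test system: RD-HGA16 CHO cells with stable hTAAR1 and Gα16 / Probe or stimulus: EC80 β-phenethylamine stimulus / Times: seeding 17-24 h prior, 75-min 37 °C, 30-min RT dye loading / Detection: Fluo-8 calcium-sensitive fluorescence / Read-out basis: % inhibition scaled between DMSO and EC80 PEA controls / Repeats: singlicate, one well per test compound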
# CHRM1 agonist: human M1 muscarinic receptor agonists, primary screen, Fluo-8 calcium fluorescence, CHO-K1 cells, HTS | Muscarinic acetylcholine receptor M1 (Homo sapiens), P11229 | CHO-K1 hM1, agonist mode; 0% DMSO, 100% acetylcholine EC100 | activation, % at 3 µM | 360,000 compounds, 0.33% hits | AID 588814, 2011;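 active = activation above the run's mean compound activation plus 3 SD, cut at about 16% in these data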;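 also: peak over basal fluorescence ratio within a 140 s kinetic read after compound addition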
# Target sequence (P11229 whole entry, looked up): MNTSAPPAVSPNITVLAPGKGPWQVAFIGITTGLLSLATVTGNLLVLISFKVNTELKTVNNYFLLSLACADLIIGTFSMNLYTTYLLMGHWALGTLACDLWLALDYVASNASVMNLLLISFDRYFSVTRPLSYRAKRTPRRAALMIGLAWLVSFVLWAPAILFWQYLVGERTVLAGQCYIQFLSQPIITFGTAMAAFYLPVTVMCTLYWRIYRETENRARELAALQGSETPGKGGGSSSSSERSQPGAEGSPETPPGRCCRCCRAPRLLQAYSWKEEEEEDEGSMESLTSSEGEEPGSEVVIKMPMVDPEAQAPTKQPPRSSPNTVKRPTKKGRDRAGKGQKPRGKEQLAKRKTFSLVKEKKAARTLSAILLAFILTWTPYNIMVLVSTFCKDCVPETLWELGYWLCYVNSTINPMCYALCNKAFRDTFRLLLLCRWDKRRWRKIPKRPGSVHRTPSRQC
# TAAR1 ag: human TAAR1 agonists, primary screen, Fluo-8 calcium fluorescence, CHO RD-HGA16 cells; Trace amine-associated receptor 1 (Homo sapiens), Q96RJ0; activation, % at 3 µM; AID 624467, 2012; 360,000 compounds, 0.99% hits; vehicle wells 0%, saturating PEA agonist 100%;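 active = activation above the mean activation of all test compounds in the run plus 3 SD, cut at about 38% in these data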
#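 Signal – calcium-sensitive Fluo-8 signal, excitation 470-495, emission 515-575 nm · System – RD-HGA16 (CHO) cells co-expressing Gα16 and hTAAR1 · Incubation – 17-24 h seeding, 75 min 37 °C dye, 30 min RT · Compound dosing – 3 µM single concentration · Repeats – no replicates (n 1)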
# M1 PAM parental: nonselective calcium activators in parental CHO-K1 cells, primary screen, counter-screen for M1 PAM project, cell-based, Fluo-8 calcium fluorescence, full deck, 1536-well; ATP EC20; 0% at ATP EC20, 100% at ATP max; activation, % at 3 µM; 360,000 compounds, 0.02% hits;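 active = activation above the run cutoff, the mean activation of all test compounds plus 3 SD, cut at about 40% in these data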;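 also: peak over basal fluorescence ratio in a 140 s read after ATP addition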
# M1 antag: human M1 muscarinic receptor antagonists, primary screen, CHO-K1 cells, Fluo-8 calcium fluorescence, 1536-well; Muscarinic acetylcholine receptor M1 (Homo sapiens), P11229; CHO-K1 hM1, ACh EC80 antagonist; inhibition, % at 3 µM; 360,000 compounds, 1.3% hits;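 active = percent inhibition above its own plate's cutoff, namely the mean of that plate's compound wells plus 3 SD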;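 also: peak over basal fluorescence ratio during 140 s after agonist addition; 0% = ACh EC80 plus DMSO and 100% = DMSO alone without agonist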
# M1 PAM: human M1 muscarinic receptor positive allosteric modulators, primary screen, CHO-K1 cells, Fluo-8 calcium fluorescence, 1536-well | CHO-K1 hM1, ACh EC20; 0% = ACh EC20, 100% = maximal ACh | activation, % at 3 µM | AID 588819, 2011 | 360,000 compounds, 0.088% hits; in the data active = activation above about 19%, passing the limit was not always enough
# * = called active by the depositor; x = not tested or not shown.
mol	CHRM1 agonist	M1 PAM parental	CHO-K1 Ca antag	CHO parental Ca	CHO-K1 Ca ag	M1 PAM	TAAR1 antag	TAAR1 ag	M1 antag
CCN(CC)CCCNC(=O)C1c2cc(OC)c(OC)cc2C(=O)N(C)C1c1cccnc1 (stereo not drawn)	-7	10	-18	-8	4.7	3	-4	2	5
O=S(=O)(c1ccc2nc(Cc3ccccc3)[nH]c2c1)N1CCOCC1	-2	4	-6	-1	0.2	5	-31	2	-5
CN1C(=O)C2C(c3ccc(N(C)C)cc3)=NN(Cc3ccccc3)C2C1=O (stereo not drawn)	-5	-3	10	0	0.0	3	-10	1	-6
N#CC(c1ccc(Cl)nn1)c1ccccc1Cl (stereo not drawn)	-3	-7	18	-22	0.1	-5	-10	3	12
CCOc1ccc(-n2cc(C(=O)Nc3cccc(C)n3)c3cc(OC)c(OC)cc3c2=O)cc1	4	4	20	-5	-0.6	8	14	7	-25
CCOc1ccc(NC(=S)NNc2ccnc3cc(Cl)ccc23)cc1	-5	10	-7	7	9.7	3	-23	1	3
COC(=O)c1ccc2c(=O)n(CCN3CCOCC3)c(SCC(=O)Nc3ccccc3OC)nc2c1	-3	0	-1	x	0.7	-1	-25	1	0
Cc1ccc2[nH]c3c(=O)n(CC(=O)NCCCN4CCN(c5ccc(F)cc5)CC4)ncc3c2c1	-3	0	-6	-14	-0.1	14	-37	7	-21
CC1CN(C2CCN(S(=O)(=O)c3ccccc3)CC2)CC(C)O1 (stereo not drawn)	-7	2	0	0	0.0	-8	0	2	10
CC1(C)CC(=O)C(C(C#Cc2ccccc2)C2=C(O)CC(C)(C)CC2=O)=C(O)C1	-9	4	-13	-21	1.1	1	-10	0	2
CCc1ccc2[nH]c(=O)c(-c3ccccc3)c(O)c2c1	-6	17	-2	15	-0.2	10	-3	-2	-17
CC(=O)c1cccc(NC(=S)NNC(=O)c2ccco2)c1	-3	20	-6	-7	-0.3	-8	13	1	8
OCC1OC(n2ccc3c(SCc4ccccc4)ncnc32)C(O)C1O (stereo not drawn)	0	19	-10	x	3.2	4	-17	7	-12
C/C(=N/NS(=O)(=O)c1ccc(C)cc1)c1cccc(NC(=O)c2cccc(Cl)c2)c1	-3	20	-7	-27	0.3	5	21	9	-5
COC(=O)Nc1nncs1	-1	16	-3	8	0.5	14	-10	3	-16
COc1ccc(C(=O)NCC(=O)N/N=C/C=C/c2ccccc2)cc1OC	-7	8	-1	-11	-0.4	9	10	15	-8
O=C(CC1SC(N2CCOCC2)=NC1=O)Nc1ccc(F)cc1 (stereo not drawn)	-2	-7	2	-3	0.1	6	-6	0	-15
CCC(=O)NNc1ccc(Br)cc1	-5	4	3	-1	0.0	-2	15	7	4
Cn1c(=O)n(C)c2cc(NC(=O)c3ccccc3NS(C)(=O)=O)ccc21	-1	-8	6	-2	0.6	2	2	10	-4
S=C(Nc1ccc(N2CCOCC2)cc1)Nc1ccc2nc(-c3ccco3)c(-c3ccco3)nc2c1	1	5	15	6	1.5	15	41	13	-23
Cc1cccc(NC(=O)c2cnc3sccn3c2=O)c1	1	19	-4	-4	0.4	17	-26	2	-16
CCc1cccc(CC)c1NC(=S)N1CCn2cccc2C1c1cccnc1 (stereo not drawn)	-7	1	5	-6	0.0	8	-14	2	-8
COc1ccc(OC)c(-c2cc(C(=O)NCCCn3ccnc3)no2)c1	-8	18	-17	-15	0.1	10	13	1	-10
Cc1cc(C)n(CCNS(=O)(=O)c2ccccc2)n1	-8	24	-24	3	0.4	9	-6	5	-17
O=C(NNc1ccc(O)cc1)c1ccc(Br)cc1	-5	-9	1	-5	-0.2	2	8	-1	2
O=C(CSC(=S)N1CCCC1)N1CCN(S(=O)(=O)c2cccc(F)c2)CC1	-6	-13	11	-18	-0.2	1	-4	2	4
Clc1ccc(-c2ccn[nH]2)cc1	-5	20	-16	-4	2.0	8	6	-2	-3
CCOC(=O)c1ccc(Nc2nc(=O)c3cccnc3s2)cc1	-6	-6	2	-11	-0.3	-6	-3	16	3
Oc1ccccc1-c1nnc(COc2ccccc2)o1	-4	7	7	-12	0.5	3	9	1	1
Cc1nc(N/C(N)=N/S(=O)(=O)c2ccccc2)nc2ccccc12	-2	19	-12	-9	0.4	12	0	0	-16
CCN(C(=O)N1CCOCC1)c1ccccc1C	-3	16	-7	-1	1.0	6	7	1	-10
CN(c1ccccc1)S(=O)(=O)c1ccc2[nH]c(=O)oc2c1	-3	7	-9	0	2.0	0	-21	10	-4
CCOC(=O)c1c(C2CC2)csc1NC(=O)COC(=O)CCS(=O)(=O)c1ccc(C)cc1	-3	0	-4	-26	0.3	-1	-8	1	2
COc1ccc(C(=O)N(C)[C@H]2C[C@H]3c4[nH]c5ccccc5c4CCN3C[C@H]2[C@H](C)O)cc1	-11	8	9	x	0.8	7	-17	2	-1
O=C(Nc1ccc(Cl)cc1)C1CCCN(S(=O)(=O)c2cnc[nH]2)C1 (stereo not drawn)	-3	26	-11	-2	0.6	7	10	2	-11
O=C(COC(=O)c1ccc(Cl)c([N+](=O)[O-])c1)Nc1ccccc1OC(F)F	-5	1	-4	1	1.6	-2	33	3	4
COc1ccc(CC(=O)OCCc2cc3cc(OC)c(OC)cc3c(=O)o2)cc1	-3	-15	-18	-22	0.0	20	12	13	-13
CCOc1ccccc1-n1c(SCC(N)=O)nnc1-c1ccc(O)cc1	-5	5	-9	-5	0.0	4	7	10	2
Cn1c(=O)c2[nH]c(CCNC(=O)c3ccccc3)nc2n(C)c1=O	-2	-24	8	x	0.0	-4	-5	0	3
O=C1CCC([N+](=O)[O-])C(c2ccc3c(c2)OCO3)N1 (stereo not drawn)	-2	11	-3	-2	-0.3	6	-1	12	-5
O=C(O)CCCCNS(=O)(=O)/C=C/c1ccccc1	-2	17	-3	2	2.7	7	-7	1	-5
CCOC(=O)c1c(COC(=O)c2ccco2)nc2ccccc2[n+]1[O-]	-5	5	2	-24	0.7	3	8	11	-15
CCC12CN(C(=O)c3ccco3)CC(CC)(CN(C(=O)c3ccco3)C1)C2=O	-1	-7	-4	3	0.9	13	4	1	-8
Cc1ccc(F)cc1NC(=O)c1cccc2nccnc12	-2	12	-4	0	0.4	0	4	5	-2
CCN(CC)CCN(CC(=O)N(C1CCCCC1)C1CCCCC1)C(=O)c1ccco1	-10	31	-15	-12	1.1	8	-13	12	-6
Cc1cc(=O)[nH]c(Nc2ccccc2C)n1	-4	0	-4	-3	1.1	11	-13	5	-14
O=C(Nc1nc(=O)c2ccccc2s1)c1ccc(F)cc1	3	10	-26	-7	0.3	3	-13	3	-8
Cc1ccc(NC(=O)CN(C)Cc2nc3c(Br)cc(Br)cc3c(=O)[nH]2)cc1	-3	7	-1	-11	0.3	3	-9	1	0
CC1CN(CCc2ccccc2)c2nc3c(c(=O)n(C)c(=O)n3C)n2C1 (stereo not drawn)	-3	-2	3	-32	1.2	-4	-35	25	8
Cc1nn(C)c(C)c1NC(=O)CCl	-1	-12	19	10	-1.0	-2	19	6	1
N#Cc1ccc(COC(=O)C2CC(=O)N(CCc3ccccc3)C2)cc1 (stereo not drawn)	-6	12	-13	x	2.0	-1	-20	2	-2
O=C(Oc1ccc2ccc(O)cc2c1)C1CCCCC1	-4	7	-7	-12	-0.4	8	9	2	-6
Clc1ccc2oc(-c3cccnc3)nc2c1	1	-5	6	6	0.8	8	2	3	-9
Cc1ccc(S(=O)(=O)N2CCN(C(=O)CN3C(=O)NC4(CCCC4)C3=O)CC2)c(C)c1	-4	-11	12	2	0.4	0	-12	1	-17
Cc1ccc(N2CC(=O)N(NC(=O)CN3CCN(c4ccccc4)CC3)CC2=O)cc1	-4	-21	4	-4	-0.1	-4	-19	0	11

# Another view of 13 compounds above:
# Values in the order: CHRM1 agonist | M1 PAM parental | CHO-K1 Ca antag | CHO parental Ca | CHO-K1 Ca ag | M1 PAM | TAAR1 antag | TAAR1 ag | M1 antag
CCN(C(=O)N1CCOCC1)c1ccccc1C
    -3 | 16 | -7 | -1 | 1.0 | 6 | 7 | 1 | -10
CN(c1ccccc1)S(=O)(=O)c1ccc2[nH]c(=O)oc2c1
    -3 | 7 | -9 | 0 | 2.0 | 0 | -21 | 10 | -4
CCOC(=O)c1c(C2CC2)csc1NC(=O)COC(=O)CCS(=O)(=O)c1ccc(C)cc1
    -3 | 0 | -4 | -26 | 0.3 | -1 | -8 | 1 | 2
COc1ccc(C(=O)N(C)[C@H]2C[C@H]3c4[nH]c5ccccc5c4CCN3C[C@H]2[C@H](C)O)cc1
    -11 | 8 | 9 | x | 0.8 | 7 | -17 | 2 | -1
O=C(Nc1ccc(Cl)cc1)C1CCCN(S(=O)(=O)c2cnc[nH]2)C1 (stereo not drawn)
    -3 | 26 | -11 | -2 | 0.6 | 7 | 10 | 2 | -11
O=C(COC(=O)c1ccc(Cl)c([N+](=O)[O-])c1)Nc1ccccc1OC(F)F
    -5 | 1 | -4 | 1 | 1.6 | -2 | 33 | 3 | 4
COc1ccc(CC(=O)OCCc2cc3cc(OC)c(OC)cc3c(=O)o2)cc1
    -3 | -15 | -18 | -22 | 0.0 | 20 | 12 | 13 | -13
CCOc1ccccc1-n1c(SCC(N)=O)nnc1-c1ccc(O)cc1
    -5 | 5 | -9 | -5 | 0.0 | 4 | 7 | 10 | 2
Cn1c(=O)c2[nH]c(CCNC(=O)c3ccccc3)nc2n(C)c1=O
    -2 | -24 | 8 | x | 0.0 | -4 | -5 | 0 | 3
O=C1CCC([N+](=O)[O-])C(c2ccc3c(c2)OCO3)N1 (stereo not drawn)
    -2 | 11 | -3 | -2 | -0.3 | 6 | -1 | 12 | -5
O=C(O)CCCCNS(=O)(=O)/C=C/c1ccccc1
    -2 | 17 | -3 | 2 | 2.7 | 7 | -7 | 1 | -5
CCOC(=O)c1c(COC(=O)c2ccco2)nc2ccccc2[n+]1[O-]
    -5 | 5 | 2 | -24 | 0.7 | 3 | 8 | 11 | -15
CCC12CN(C(=O)c3ccco3)CC(CC)(CN(C(=O)c3ccco3)C1)C2=O
    -1 | -7 | -4 | 3 | 0.9 | 13 | 4 | 1 | -8
